UbGFP stabilizer: Ubiquitin-GFP Assay; Ubiquitin-GFP reporter cells, proteasome inhibition, GFP fluorescence; response scale: untreated = 0%, 10 µM MG-132 = 100%; Potency, µM (doses to about 45.9 µM), for the others: at the top dose activation (GFP accumulation), most hits filed as activators; AID 526, 2006; 67,000 tested, under 10 active; active = well fitted activation curve with a large enough effect, not every such curve was filed as active; inconclusive = small, poorly fitted or top-dose-only effect, or another doubt; inactive = no such curve, though single readings can be large or run the other way; also: potency is read from the fitted curve at half-maximal effect
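U2OS cells expressing ubiquitin(G76V)-GFP, seeded overnight in 0.5% FBS medium, then treated 4 hr at 37 C across 46 uM to 2.9 nM. GFP-positive cells counted by laser cytometry (488 ex/515 em); %activity scaled between basal and 10 uM MG-132.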
GFP derepression: qHTS Assay for Epigenetic Modulators; mouse C127i GFP locus derepression, cytometry, 30 h; Potency, µM (series often up to 46.1 µM), for inactives: at the top dose GFP derepression (activation); hit rate 0.09% among 68,000; AID 597, 2007; also: % of control where 0% means no effect
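Read-out is the number of GFP-positive cells, scored as fluorescent objects 20 to 120 um wide, reflecting derepression of a silenced CMV-GFP reporter in murine C127i cells after 30 h compound exposure at 37 C.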
HBB splice mod: qHTS Assay for Modulators of Hemoglobin Beta Chain Splicing. hit rate 0.06% among 65,000. Potency, µM (series often up to 46.1 µM), without a hit: at the top dose activation, most hits filed as activators. HBB splicing reporter cell assay, activation; EGFP reporter with mutant IVS2-654 intron; response scale: normalised to 500 nM splice-correcting PNA; also: potency is read from the fitted curve at half-maximal effect; 0% is about no effect
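Compounds were applied for 2 days to HeLa EGFP-654 cells, 500/well in Optimem with 2% FCS. The reporter's EGFP is disrupted by mis-splicing of beta-globin intron IVS2-654. Readout: summed well GFP fluorescence from 488 nm laser scanning; reference was 500 nM antisense […] 654 PNA.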
USP2a inh: qHTS Assay for Inhibitors of Ubiquitin-specific Protease USP2a; USP2a enzymatic assay, qHTS inhibition; Potency, µM (titrated, usually from 38.3 µM), without a hit: at the top dose activity change, negative = inhibition, actives largely listed as inhibitors; Ubiquitin carboxyl-terminal hydrolase 2 (Homo sapiens), O75604; hit rate 0.1% among 60,000;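 also: potency is read from the fitted curve at half-maximal effect; nearly all actives have a fitted effect of over 60% in size; plate controls were DMSO for no effect and NEM full inhibition control for full effect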
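USP2 core (20 nM final) was preincubated with compound for 30 min at RT in 20 mM Tris-HCl pH 8.0, 2 mM CaCl2, 2 mM beta-mercaptoethanol; Ub-PLA2 (20 nM) plus NBD C6-HPC (20 uM) then added, fluorescence read after 2.5 h.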
BRCT PPI green: qHTS Assay for Inhibitors of BRCT-Phosphoprotein Interaction (Green Fluorophore); Potency, µM (top dose mostly 76.9 µM), inactives show at the top dose activity change, negative = inhibition, actives largely listed as inhibitors; hit rate 0.05% among 75,000; Breast cancer type 1 susceptibility protein (Homo sapiens), P38398; BRCA1 BRCT-phosphopeptide binding, green fluorescence polarization;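 also: potency is read from the fitted curve at half-maximal effect; plate controls were peptide without protein for full effect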
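Compounds were incubated for 12 min at room temperature with a complex of 100 nM fluorescein-tagged pBACH1 decapeptide and 250 nM His-tagged BRCT protein. Buffer was phosphate pH 7.3 with EDTA, DTT and Tween 20. Disruption of binding lowers the polarization signal.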
BRCT inh red: qHTS Assay for Inhibitors of BRCT-Phosphoprotein Interaction (Red Fluorophore); hit rate 0.03% among 75,000; Breast cancer type 1 susceptibility protein (Homo sapiens), P38398; BRCT-phosphopeptide binding, red fluorescence polarization; Potency, µM (highest dose often 76.9 µM), without a hit: at the top dose activity change, negative = inhibition, most hits filed as inhibitors; also: % is scaled to controls: 0 for no effect and ±100 for the full control effect
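Fluorescence polarization: 100 nM His-tagged BRCA1 BRCT with 100 nM TAMRA-labelled phospho-BACH1 decapeptide, phosphate buffer pH 7.3 with 150 mM NaCl, DTT, 0.01% Tween 20; 12 min RT. Binding inhibition seen as FP decrease.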
Hsp90 Hop PPI: qHTS Assay for Disrupters of an Hsp90 Co-Chaperone Interaction; Hsp90 C-terminal peptide / TPR2A (Hop) interaction, human; AlphaScreen TPR2A-His6 binding biotin-Hsp90 C-terminal peptide; Potency, µM (highest dose often 57 µM), inactives show top-dose activity change, negative = inhibition; hit rate 0.44% among 71,000; active = well fitted curve in either direction with a large enough effect; inconclusive = small, poorly fitted or top-dose-only effect, or another doubt; also: potency is read from the fitted curve at half-maximal effect; % is scaled to controls: 0 for no effect and ±100 for the full control effect; many of its hits are not listed in these tables
Pol III holo inh: qHTS Assay for Inhibitors of DNA Polymerase III Holoenzyme System; reconstituted DNA polymerase III holoenzyme replication, biochemical; Potency, µM (doses to about 57.1 µM), for the others: at the highest dose activity change, negative = inhibition; hit rate 0.25% among 71,000; also: potency is read from the fitted curve at half-maximal effect; % is scaled to controls: 0 for no effect and ±100 for the full control effect
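Reconstituted *E. coli* holoenzyme (0.35 nM Pol III, 1 nM beta, 154 nM SSB, 2 nM primase) was preincubated with compound for 15 min at RT. Synthesis on 1.4 nM ssM13Gori ran 35 min, then was stopped with PicoGreen/EDTA and read as dsDNA fluorescence.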
HADH2 inhib: qHTS Assay for Inhibitors of HADH2 (Hydroxyacyl-Coenzyme A Dehydrogenase, Type II). hit rate 3.4% among 73,000. Potency, µM (highest dose often 57.1 µM), for the others: at the top dose activity change, negative = inhibition, actives largely listed as inhibitors. 3-hydroxyacyl-CoA dehydrogenase type-2 (Homo sapiens), Q99714. recombinant HADH2, NADH fluorescence, beta-hydroxybutyryl-CoA. AID 886, 2007; also: potency is read from the fitted curve at half-maximal effect; % is scaled to controls: 0 for no effect and ±100 for the full control effect; nearly all actives have a fitted effect of over 60% in size; many of its hits are not listed in these tables
Target sequence (Q99714 whole entry, looked up, one chain of several): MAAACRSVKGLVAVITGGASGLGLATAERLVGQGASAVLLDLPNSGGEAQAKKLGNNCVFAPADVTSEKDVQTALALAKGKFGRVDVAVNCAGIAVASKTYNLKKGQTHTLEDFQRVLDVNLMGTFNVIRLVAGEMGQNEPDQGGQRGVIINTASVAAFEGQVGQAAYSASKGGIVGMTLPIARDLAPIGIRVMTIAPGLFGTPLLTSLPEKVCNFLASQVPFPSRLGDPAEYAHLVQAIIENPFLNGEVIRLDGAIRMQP
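E. coli-expressed His-tagged HADH2 tested at 20 nM in alkaline Tris buffer (pH 9.0); oxidation of 90 uM beta-hydroxybutyryl-CoA with 1 mM NAD+ tracked fluorimetrically for 4 min.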
CRE-bla Fsk: Cell signaling CRE-BLA (Fsk stim). CHO CRE-bla reporter (cAMP response element driving beta-lactamase), forskolin EC10, beta-lactamase ratio. Potency, µM (series often up to 38.2 µM), for the others: top-dose activity change, negative = inhibition, usual class: activators. hit rate 2.5% among 71,000. AID 662, 2007; active = well fitted activation curve with a large enough effect in the signal ratio, with a control signal flat, not every such curve was filed as active; inconclusive = small, poorly fitted or top-dose-only effect, or effect the other way, or a change in a side signal; the % refers to the signal ratio; also: potency is read from the fitted curve at half-maximal effect; % of control where 0% means no effect
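Beta-lactamase reporter under a cAMP responsive element in CHO cells; compounds tested in titration series against EC10 NKH 477, 3 h at 37 °C. Read-out: CCF4 FRET ratio 460nm/530nm (excitation 405nm) giving %Activity, fitted to AC50.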
ALOX15 inhib: qHTS Assay for Inhibitors of 15-hLO (15-human lipoxygenase) | AID 887, 2007 | purified 15hLO-1, xylenol orange hydroperoxide absorbance | hit rate 1.4% among 74,000 | Potency, µM (top dose mostly 57.1 µM), inactives show top-dose activity change, negative = inhibition, hits mostly inhibitors | Polyunsaturated fatty acid lipoxygenase ALOX15 (Homo sapiens), P16050; also: potency is read from the fitted curve at half-maximal effect; % is scaled to controls: 0 for no effect and ±100 for the full control effect; nearly all actives have a fitted effect of over 55% in size
Target sequence (P16050 whole entry, looked up): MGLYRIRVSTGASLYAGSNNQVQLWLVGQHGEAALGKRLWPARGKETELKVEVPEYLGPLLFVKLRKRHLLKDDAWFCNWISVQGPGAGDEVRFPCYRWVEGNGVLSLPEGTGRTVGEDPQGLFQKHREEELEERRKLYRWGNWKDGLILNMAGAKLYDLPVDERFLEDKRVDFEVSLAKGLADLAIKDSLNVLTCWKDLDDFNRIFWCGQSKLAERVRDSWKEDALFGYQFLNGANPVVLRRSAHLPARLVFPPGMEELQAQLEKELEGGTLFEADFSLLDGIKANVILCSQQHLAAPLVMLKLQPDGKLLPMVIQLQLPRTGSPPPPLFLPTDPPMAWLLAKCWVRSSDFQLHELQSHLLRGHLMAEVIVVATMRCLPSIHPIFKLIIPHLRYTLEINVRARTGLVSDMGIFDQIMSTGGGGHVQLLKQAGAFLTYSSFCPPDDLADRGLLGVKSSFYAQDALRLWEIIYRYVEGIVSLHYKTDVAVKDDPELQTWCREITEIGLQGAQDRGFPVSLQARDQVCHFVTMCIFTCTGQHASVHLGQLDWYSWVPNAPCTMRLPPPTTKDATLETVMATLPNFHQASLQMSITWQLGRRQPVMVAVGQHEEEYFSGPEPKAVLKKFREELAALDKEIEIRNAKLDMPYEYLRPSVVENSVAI
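Compounds were preincubated 15 min at room temperature with 40 nM purified human enzyme (25 mM Hepes pH 7.5, 0.01% Triton X-100); 50 uM arachidonic acid reacted 6 min. Fe-xylenol orange detection, 30 min, absorbance ratio 573/405 nm.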
* hit, by the source's call; ? = inconclusive; · = no result given; [ ] = another dose, or the depositor's remark. Unless noted, calls follow the shape of the dose curve; as a rule, active = well fitted curve in the direction sought with a large enough effect; inconclusive = small, poorly fitted or top-dose-only effect, or another doubt; inactive = no such curve, though single readings can be large; an effect the other way counts as inactive or inconclusive.

Every second line gives: ALOX15 inhib | HADH2 inhib | HBB splice mod | USP2a inh | BRCT inh red | GFP derepression | Hsp90 Hop PPI | BRCT PPI green | UbGFP stabilizer | CRE-bla Fsk | Pol III holo inh
1. CC1CN(C(=O)c2cccc(C(=O)N3CC(C)OC(C)C3)c2)CC(C)O1 (configuration not stated)
    1% | 5% | · | -2% | 0.2% | 0% | -1% | 1.1% | 4% | ? | -3%
2. COc1cccc(CNc2ccc(F)c(Cl)c2)c1O
    ? | -2% | -1.5%[0.369 µM] | -12% | 0.9% | 2% | -5% | -2.8% | 3% | 0% | -4%
3. Cc1c(O)cccc1C(=O)N[C@@H](CSc1ccccc1)[C@H](O)CN1C[C@H]2CCCC[C@H]2C[C@H]1C(=O)NC(C)(C)C
    ? | -12% | -0.5% | · | -0.1% | · | ? | 3.4% | · | ? | 0%
4. Cc1oc(-c2ccccc2F)nc1CS(=O)(=O)CC(=O)NCc1ccco1
    -1% | 5% | -0.1% | · | -2.7% | -3% | -2% | -0.5% | -9% | 1% | -4%
5. O=C(CCn1c(=O)oc2ccccc21)N1CCN(c2ccccc2F)CC1
    -1% | 1% | -1.3% | 9% | -0.6% | 2% | 2% | -1.0% | 3% | -7% | -4%
6. Oc1ccccc1Nc1ncnc2c1oc1ccccc12
    -6% | -12% | -0.8%[0.369 µM] | -20% | -1.3% | 4% | -1% | -4.6% | 3% | 8% | 1%
7. COc1cccc(C(=O)Cn2c(=O)n(CC3CCCO3)c(=O)c3ccccc32)c1 (configuration not stated)
    3% | -4% | 0.0% | 30% | -0.7% | 4% | 0% | 2.7% | -4% | 4% | -2%
8. Cc1cc(C)n(CCO)c(=O)n1
    -26% | ? | -2.3%[57.5 µM] | -9% | -1.4% | 2% | -3% | -0.1% | 2% | ? | -2%
9. CCOCCc1nnc(NC(=O)c2cccc(F)c2)s1
    0% | -7% | -5.7%[0.369 µM] | -3% | -0.3% | 5% | 3% | -0.9% | -2% | 5% | 3%
10. COCc1cc(=O)n2[nH]c(-c3cccc(Br)c3)cc2n1
    3% | 315%[activator] | -0.7%[9.22 µM] | 6% | -1.0% | -2% | -2% | -0.8% | -7% | 1% | -2%
11. Cc1ccsc1C(=O)N1CC(=O)Nc2ccccc21
    -2% | -4% | 0.4%[57.5 µM] | -2% | -1.4% | 2% | 1% | -0.8% | -4% | 2% | 0%
12. COc1ccc(C2CC(C(F)(F)F)n3ncc(C(=O)O)c3N2)cc1OC (configuration not stated)
    -1% | -6% | -0.2%[9.22 µM] | -1% | -0.4% | -2% | -2% | 0.8% | 1% | 14% | 0%
13. Cc1ccc(NC(=O)CS(=O)CC(=O)NC2CCN(Cc3ccccc3)CC2)c(C)c1 (configuration not stated)
    5% | 19% | -2.0% | 5% | -1.0% | -1% | 0% | -2.9% | -3% | -13% | 3%
14. CC(=O)c1sc2nc(SCC(=O)N3CCCCC3)[nH]c(=O)c2c1C
    8% | 18% | -0.7% | 23% | -0.8% | 4% | -9% | -1.6% | -8% | ? | -3%
15. NCCOC[C@H](N)C(=O)O
    -6%[11.4 µM] | -5%[11.4 µM] | -0.5%[9.22 µM] | · | -3.6%[15.4 µM] | -2%[9.22 µM] | -2%[11 µM] | 0.4%[15.4 µM] | -6%[9.17 µM] | 8%[7.6 µM] | -5%[11.4 µM]
16. CCN1CCc2nc(SCC(=O)Nc3ccc(OC)cc3)c(C#N)cc2C1
    ? | -5% | · | 32%[activator] | -2.4% | -1% | -3% | -1.9% | 9% | 7% | -4%
17. O=C(NCc1ccccc1)C1C2C=CC3(CN(Cc4cccnc4)C(=O)C13)O2 (configuration not stated)
    8% | 7% | 2.2% | -1% | 0.5% | 0% | 2% | -2.0% | 0% | -7% | 0%
18. Cc1cc(C(=O)NCc2cc(C(=O)O)oc2C)c(C)o1
    1% | -8% | -0.2% | -7% | -1.4% | -3% | -4% | 0.7% | 5% | 0% | -3%
19. COc1ccc(C2CC(c3ccccc3)Nc3nc(NC(=O)c4cccs4)nn32)cc1 (configuration not stated)
    60%[activator] | 19% | -2.1%[57.5 µM] | 45%[activator] | 0.2% | 4% | -6% | -1.6% | 0% | ? | 4%
20. CCCn1c(=O)n(C)c(=O)c2c3oc(=O)c(NC(=O)c4ccc(F)cc4)cc3[nH]c21
    1% | -1% | 3.7% | -22% | -2.7% | -1% | -3% | -2.5% | 5% | -28% | -3%
21. COc1ccc(-c2nnc(SCC(=O)N3CCCC(C)C3)o2)c(OC)c1 (configuration not stated)
    -3% | 6% | · | 13% | -0.6% | 4% | 0% | -6.0% | -5% | 0% | -7%
22. COC(=O)CNC(=O)c1c(-c2ccccc2Cl)noc1C
    0% | 5% | · | -5% | -1.1% | -3% | -1% | 0.1% | 2% | 1% | 1%
23. CC(c1ccccc1F)n1cc(C(=O)NCCc2ccco2)nn1 (configuration not stated)
    4% | 1% | 0.1%[57.5 µM] | -1% | -0.3% | 0% | -3% | -2.2% | -3% | -2% | -7%
24. CCCS(=O)(=O)N1CCCC(C(=O)NCc2ccc3c(c2)OCO3)C1 (configuration not stated)
    5% | 5% | 0.3% | -3% | -0.5% | 9% | -1% | 2.9% | 2% | -2% | -7%
25. Cn1c(=O)[nH]c(=O)c2c1nc(NCCCO)n2CCCc1ccccc1
    -3% | 10% | · | 1% | 0.4% | 2% | 0% | -0.8% | -7% | ? | 4%
26. Cc1ccc(C2c3c(oc4ccc(Cl)cc4c3=O)C(=O)N2CCCN2CCOCC2)o1 (configuration not stated)
    8% | ? | -0.7% | · | -2.4% | · | -8% | 0.1% | 5% | -15% | -4%
27. Cc1ccc(-n2nc(-c3ccc(N)cc3)cc2N)cc1
    -2% | 2% | -1.6% | · | 0.8% | · | -3%[2.3 µM] | -2.4% | -9% | ? | 6%
28. CCOC(=O)c1c(C)[nH]c(C(=O)NCc2ccccc2OC)c1C
    -4% | -3% | -0.2%[57.5 µM] | 16% | -2.1% | -3% | -5% | -1.1% | 2% | ? | -2%
29. CCOC(=O)N/N=C1/C[C@@H](O)[C@@H](O)[C@@H]2[C@@H]3C(=O)N(Cc4ccccc4)C(=O)[C@H]3CC[C@H]12
    6%[11.4 µM] | 4%[11.4 µM] | 0.1%[9.22 µM] | · | 1.1%[15.4 µM] | · | · | -3.3%[15.4 µM] | · | · | ·
30. COc1ccc(-c2noc(-c3ccccc3C(=O)NCc3ccco3)n2)cc1OC
    0% | 0% | 1.0% | 19% | -1.3% | 2% | -6% | 1.5% | 9% | 15% | 4%
31. Cc1cccc(Cn2c(N(C)CCO)nc3c2c(=O)[nH]c(=O)n3C)c1
    -2% | 1% | 0.4% | · | -1.5% | 5% | -5% | -2.0% | -12% | ? | -2%
32. COC(=O)CN(C#N)c1nc(SC)nc(N(C)C)n1
    5% | -6% | -1.7% | -11% | -1.1% | -2% | -5% | -0.3% | 3% | 18% | 1%
33. O=C(c1cc(C(F)(F)F)cc(C(F)(F)F)c1)N1CCC[C@@]2(CCN(Cc3ccccc3)C2)C1
    2% | 5% | -1.8% | 48%[activator] | -3.4% | 2%[9.22 µM] | 5% | 1.0% | -4% | -13% | -12%
34. CCOC(=O)CCn1c2nc(C)cc(C)c2c(=O)n1-c1ccccc1
    9% | -12% | -4.5% | 6% | 0.8% | -2% | -2% | 2.1% | -10% | ? | -3%
35. O=C(O)CCCCCNS(=O)(=O)c1c(Cl)cccc1Cl
    0% | 3% | 1.1% | -3% | 0.1% | 0% | -1% | -0.5% | -13% | -3% | -5%

High-throughput results from PubChem BioAssay.

An excerpt, so the mix of outcomes need not match the whole.
